Bioassay records: PubChem, University of Kansas High Throughput Screening Laboratory
Pf apPOL inh – Pf-apPOL DNA polymerase inhibition; Recombinant Pf-apPOL, molecular beacon fluorescence, 1.5 h; inhibition, % at 10 µM; 210,000 tested, 0.25% active
mHTT CaM bind – inhibitors of human mutant huntingtin-calmodulin interaction. 190,000 tested, 3.6% active. inhibition, % at 15 µM. AlphaScreen His-mHTT/GST-CaM binding, luminescence. P42858;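 further: 0% = both proteins with DMSO and 100% = one protein alone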
The depositor's hits bear a star; i = inactive; . = not tested or not shown; & = joins results of further samples. No stated cut-off is given here; in the data, active means inhibition above about 50%; inactive means the rest. Outcome played no part in choosing rows; 3.6% or so of the library scored in one or more.

SMILES	Pf apPOL inh	mHTT CaM bind
O=C(CSc1nc2[nH]ncc2c(=O)n1-c1cccc(Cl)c1)Nc1cccc(Cl)c1	-11.8	32.0
COc1cc(CO)c(C2(C(=O)O)CCCC2)cc1OC	0.7	-8.2
Cc1nn(C)c(C)c1S(=O)(=O)N1CCCC2(C1)Nc1ccccc1NC2=NC(C)(C)C (stereo not drawn)	-7.5	16.7
O=C(C1CC(=O)N(c2ccccc2)C1)N1CCN(c2ccccc2F)CC1 (stereo not drawn)	2.5	-2.0
CC(=O)Nc1ccc(-c2noc(C3CCN(C(=O)c4ccsc4)CC3)n2)cc1	-204.2	-2.0
CCn1cc(-c2ccc(OC)cc2)cc1C(=O)NCCN1CCN(C)CC1	-11.1	16.7
Cc1[nH]n(-c2cccc(Cl)c2)c(=O)c1C=Nc1c(Cl)cc(Cl)cc1Cl	-0.1	4.0
CCOc1ccc(Nc2ncnc3c2cnn3-c2ccc(Cl)cc2)cc1	-4.3	11.0
COc1cccc(CNC(=O)C2CCCN(C(=O)c3cccc(C(F)(F)F)c3)C2)c1 (stereo not drawn)	24.4	26.4
Cc1nn2c(Br)c(C)[nH][n+]2c1Br	-0.5	6.0
COc1cc(-c2noc(C)c2C#Cc2nccn2C)cc(OC)c1OC	-2.0	41.0
O=C(c1cccc(OCc2ccccc2)c1)N1CCN(c2ccc([N+](=O)[O-])cc2)CC1	-7.5	-1.7
O=C(CCN1C(=O)c2ccc([N+](=O)[O-])cc2C1=O)Nc1cc(Cl)ccc1C(=O)O	-2.8	1.4
O=C(C1CC1)N1CCC(c2nncn2-c2ccccc2)CC1	2.8	-0.1
CC(C)(C)Cc1nnc(C2CCCN(C(=O)NCc3ccc(Cl)cc3)C2)o1 (stereo not drawn)	-10.8	-6.3
Clc1ccc(OCCSc2nc3ccccc3[nH]2)cc1	-0.1	-15.0
O=C(CN1N=NC2C(=O)N(c3ccc(Br)cc3)C(=O)C21)Nc1ccc(F)cc1F (stereo not drawn)	-1.3	8.0
Cc1nnc(NC(=O)CN2C(=O)c3ccccc3S2(=O)=O)s1	4.1	-5.9
CCc1ccccc1NC(=O)CN1CCC(c2nc(-c3ccncc3)no2)CC1	-5.0	0.7
O=C(Nc1ccccc1C(=O)N1CCCC1)c1ccc(CN2CCOCC2)cc1	-6.5	0.2
CC(C)CCNC(=O)c1ccc2c(c1)NC(=O)C(N1CCCCC1)S2 (stereo not drawn)	-17.8	11.0
CC(C)NC(=O)c1n[nH]c2c1CN(C(=O)Cc1ccccc1F)CC2	2.0	-1.0
CC(C)Cc1nnc(NC(=O)c2cccc(F)c2)s1	2.0	-4.5
Cc1cc(C)n(S(=O)(=O)c2ccc(-c3cc(C(F)(F)F)n(C)n3)s2)n1	-3.2	.
O=C(NCC1CCCO1)C1CCN(S(=O)(=O)N2CCC3(CC2)OCCO3)CC1 (stereo not drawn)	-9.8	-10.0
c1cc2cc(-c3c(-c4ccc5c(c4)OCO5)noc3-c3ccsc3)ccc2[nH]1	-7.6	13.2
COCCCNC(=O)NCCC1CCN(S(=O)(=O)c2ccc(C)cc2)CC1	-0.7	44.5
Cc1ccc(N2N=NC3C(=O)N(c4ccc(F)cc4)C(=O)C32)cc1C (stereo not drawn)	-0.1	-6.2
CN1C(=O)C2(CCN(C(=O)c3ccccc3Cl)C2)c2ccccc21 (stereo not drawn)	-9.3	6.9
O=C(O)c1cccc2c1NC(c1cccc(Br)c1)C1CC=CC21 (stereo not drawn)	3.3&-8.1	92.0*

A section taken from the entries so far:
SMILES	Pf apPOL inh	mHTT CaM bind
Cc1nn(C)c(C)c1S(=O)(=O)N1CCCC2(C1)Nc1ccccc1NC2=NC(C)(C)C (stereo not drawn)	-7.5	16.7
O=C(C1CC(=O)N(c2ccccc2)C1)N1CCN(c2ccccc2F)CC1 (stereo not drawn)	2.5	-2.0
CC(=O)Nc1ccc(-c2noc(C3CCN(C(=O)c4ccsc4)CC3)n2)cc1	-204.2	-2.0
CCn1cc(-c2ccc(OC)cc2)cc1C(=O)NCCN1CCN(C)CC1	-11.1	16.7
Cc1[nH]n(-c2cccc(Cl)c2)c(=O)c1C=Nc1c(Cl)cc(Cl)cc1Cl	-0.1	4.0
CCOc1ccc(Nc2ncnc3c2cnn3-c2ccc(Cl)cc2)cc1	-4.3	11.0
COc1cccc(CNC(=O)C2CCCN(C(=O)c3cccc(C(F)(F)F)c3)C2)c1 (stereo not drawn)	24.4	26.4
Cc1nn2c(Br)c(C)[nH][n+]2c1Br	-0.5	6.0
COc1cc(-c2noc(C)c2C#Cc2nccn2C)cc(OC)c1OC	-2.0	41.0
O=C(c1cccc(OCc2ccccc2)c1)N1CCN(c2ccc([N+](=O)[O-])cc2)CC1	-7.5	-1.7
O=C(CCN1C(=O)c2ccc([N+](=O)[O-])cc2C1=O)Nc1cc(Cl)ccc1C(=O)O	-2.8	1.4
O=C(C1CC1)N1CCC(c2nncn2-c2ccccc2)CC1	2.8	-0.1
CC(C)(C)Cc1nnc(C2CCCN(C(=O)NCc3ccc(Cl)cc3)C2)o1 (stereo not drawn)	-10.8	-6.3
Clc1ccc(OCCSc2nc3ccccc3[nH]2)cc1	-0.1	-15.0
O=C(CN1N=NC2C(=O)N(c3ccc(Br)cc3)C(=O)C21)Nc1ccc(F)cc1F (stereo not drawn)	-1.3	8.0
Cc1nnc(NC(=O)CN2C(=O)c3ccccc3S2(=O)=O)s1	4.1	-5.9
CCc1ccccc1NC(=O)CN1CCC(c2nc(-c3ccncc3)no2)CC1	-5.0	0.7
O=C(Nc1ccccc1C(=O)N1CCCC1)c1ccc(CN2CCOCC2)cc1	-6.5	0.2
CC(C)CCNC(=O)c1ccc2c(c1)NC(=O)C(N1CCCCC1)S2 (stereo not drawn)	-17.8	11.0
CC(C)NC(=O)c1n[nH]c2c1CN(C(=O)Cc1ccccc1F)CC2	2.0	-1.0
CC(C)Cc1nnc(NC(=O)c2cccc(F)c2)s1	2.0	-4.5
Cc1cc(C)n(S(=O)(=O)c2ccc(-c3cc(C(F)(F)F)n(C)n3)s2)n1	-3.2	.
O=C(NCC1CCCO1)C1CCN(S(=O)(=O)N2CCC3(CC2)OCCO3)CC1 (stereo not drawn)	-9.8	-10.0
c1cc2cc(-c3c(-c4ccc5c(c4)OCO5)noc3-c3ccsc3)ccc2[nH]1	-7.6	13.2
COCCCNC(=O)NCCC1CCN(S(=O)(=O)c2ccc(C)cc2)CC1	-0.7	44.5

Further structures
SMILES	Pf apPOL inh	mHTT CaM bind
O=C(CCC1CCCC1)Nc1c2c(nn1-c1cccc(Cl)c1)CS(=O)C2 (stereo not drawn)	1.1&-3.7	0.4&14.0
COC(CNC(=O)c1ccc(CNS(=O)(=O)c2ccc(Br)cc2)cc1)OC	-3.6	3.0
COc1ccc(NC(=O)c2ccc(N(Cc3ccc(Cl)cc3)S(C)(=O)=O)cc2)cc1	-7.3	-0.7
O=C(c1ccncc1)N1CCC(CCOc2ccccc2F)CC1	-2.2	0.2
c1ccc(-c2noc(-c3ccncc3)n2)nc1	-127.8	-1.6
O=C(Nc1cccc2nsnc12)c1cc2ccccc2o1	-2.9	-2.6
Cc1cc2c(cc1C)NC(c1ccc(F)cc1)C1=C(CC(C)(C)CC1=O)N2 (stereo not drawn)	-15.5	20.0
Cc1cc(C(=O)N(C)C2CCCCC2)no1	-5.8	.
Cc1nc2c(ccc3nc(NC(=O)c4ccc5c(c4)OCCO5)sc32)s1	1.3	68.6*
Brc1ccc(-c2nc(-c3cccnc3)no2)o1	2.4	-2.9
COc1ccccc1-n1c(C)cc(C=O)c1C	2.5	0.4
O=C(NCC1OCCc2ccccc21)C(=O)Nc1ccccn1 (stereo not drawn)	-25.9	-5.1
Cc1ccccc1C(=O)Nc1c2c(nn1C(C)(C)C)CSC2	-8.1	32.0
CN(C)c1cccc(C(=O)NCc2nn(C)c3ccccc23)c1	-2.7	19.2
NNC(=O)C1COc2ccccc2O1 (stereo not drawn)	-0.5	-1.7
O=C(c1csc(-n2cccc2)n1)N1CCc2ccccc21	5.3	9.1
O=C(C1CCN(c2ccc3ccccc3c2)C1=O)N1CCN(Cc2ccccc2)CC1 (stereo not drawn)	-1.1	54.1*
CCOC(=O)C(=O)Nc1cc(N2CCCS2(=O)=O)ccc1OC	-0.7	-14.1
Cn1c(SCc2ccc(Cl)cc2)nnc1-c1cccc(NC(=O)c2ccccc2Cl)c1	0.0	3.8
CCCNC(=O)c1ccc(-c2cccnc2)nc1	1.3	-2.4
OC(c1ccccn1)C1CCN(Cc2ccc[nH]2)CC1 (stereo not drawn)	0.9	21.2
O=[N+]([O-])c1ccccc1/C=C/CN1CCN(c2ccc(F)cc2)CC1	-21.7	24.2
CCOc1ccc(CNC(=O)c2ccc(NC(C)=O)cc2N2CCCCC2)cc1	-0.9	8.6
Cc1onc(-c2ccccc2Cl)c1C(=O)Nc1ccc(F)c([N+](=O)[O-])c1	-5.2	23.0
Cc1ccc(S(=O)(=O)N2CN(S(=O)(=O)c3ccc(C)cc3)c3ccccc32)cc1	-2.3	-17.0
O=C(CC1CCN(S(=O)(=O)c2ccc(Cl)s2)CC1)NC1CC1	-2.1	-12.0
CC(C)Oc1ccc(C(O)=C2C(=O)C(=O)N(CCCN(C)C)C2c2ccc3c(c2)OCO3)cc1 (stereo not drawn)	4.4	4.0
Cc1cccc(C)c1NC(=O)CCS(=O)(=O)c1ccc(Br)s1	-2.0	3.0
CC1CCCCC1NC(=O)c1ccc(CS(=O)(=O)Cc2ccc(Cl)cc2)o1 (stereo not drawn)	-10.4	1.0
COc1ccc(C(=O)Nc2nccn(-c3ccc(Br)cc3)c2=O)cc1	3.2	13.1
O=C1c2ccccc2NC(c2ccc(Cl)cc2)N1Cc1ccccc1 (stereo not drawn)	16.5	-22.0
O=C(NCc1cccc(F)c1)C1CCn2c(nc3ccccc32)C1 (stereo not drawn)	-3.7	3.6
Oc1c(Br)cc(Br)cc1C=NNc1nnc2c(n1)[nH]c1ccccc12	1.4	.
CC1CC1c1ccc(CCC(=O)Nc2ncc(Cc3ccc(F)cc3)s2)o1 (stereo not drawn)	-2.1	3.0
Cc1cc(=O)n2[nH]c(-c3ccccc3)nc2n1	-7.9	-5.5
COc1cc(Br)c(Br)c(C=Nc2cc(C)ccc2O)c1O	-5.9	-3.0
COc1cc(C2CC(=O)Nc3n[nH]c(C)c32)ccc1OCc1ccccc1 (stereo not drawn)	0.7	7.5
O=C1OC(C(=O)Nc2ccccc2Cl)Cc2ccccc21 (stereo not drawn)	-3.2	-6.0
NNC(=O)c1ccccc1NC(=O)c1c(F)cccc1F	3.1	.
CCn1ccc(C(=O)N2CCC(c3nc4cccnc4n3CCOC)C2)n1 (stereo not drawn)	-2.0	-1.2
O=C(Nc1ccccc1Cl)N1CCC2(CC1)Nc1cc(F)ccc1-n1cccc12	-1.4	34.5
Cc1ccc(NC(=O)c2[nH]c3cc(C)sc3c2CN2CCOCC2)c(F)c1	5.6	13.8
CCOc1ccccc1CNC(=O)C1CCCN(c2nnc3cccc(C)n23)C1 (stereo not drawn)	-3.8	14.4
C/C(=N\NC(N)=O)C1CCCCC1	.	i
CCOC(=O)N1CCN(C(=O)C2CC(c3cc(OC)c(OC)c(OC)c3)=NO2)CC1 (stereo not drawn)	-2.0	-1.6
Cc1ccc(-n2[nH]c(C)c(C=Nc3cc([N+](=O)[O-])ccc3Cl)c2=O)cc1	37.3	-3.0
O=C(CCC(=O)N1CC2CCCN2c2ccccc21)NCc1ccco1 (stereo not drawn)	0.9	20.4
CCCC1N=C(c2ccc(OCC)cc2)CC(c2ccccc2O)N1 (stereo not drawn)	-2.7	16.0
Cc1nc2cc(C(=O)NCc3ccccn3)ccc2n1-c1cccc(F)c1	-1.6	3.0
Cc1ccc(Cn2cc(C(=O)O)c3ccccc3c2=O)o1	13.5	-2.5
CN(C(=O)c1cnccn1)C1(C(=O)NC2CCCCC2)CCCCC1	-1.4	-1.0
COc1ccc(C(=O)Nc2cccc(-c3nc4cc(C)ccc4o3)c2)cc1[N+](=O)[O-]	6.8	-0.5
CC(C)(C)NS(=O)(=O)c1ccc(NC(=O)c2cccc(I)c2)cc1	1.2	-6.8
COc1ccc(C(N)=NOCc2c(Cl)cccc2Cl)cc1	4.0	.
CC(C)C(=O)Nc1cccc(NC(=O)c2ccc(Br)o2)c1	5.0	-3.8
COc1ccc(OC)c(NC(=O)CCCN2C(=O)c3ccccc3C2=O)c1	-1.0	-5.6
O=C(NCc1ccsc1)C(=O)NCc1ccccc1Cl	-10.2	-17.4
O=C(Cc1cccc(F)c1)N1CCC(c2nc(-c3ccccc3)no2)C1 (stereo not drawn)	-7.7	9.7
Cc1cccc(C(=O)N[C@@H]2CC[C@@]34CCCN3C(=O)CCC[C@H]4[C@H]2C)c1	-3.3	-9.6
Cc1ccc(CN2CCCn3nc(C(=O)NCCN4CCOCC4)cc3C2=O)cc1	-6.6	-10.2

(continued)
SMILES	Pf apPOL inh	mHTT CaM bind
COc1ccccc1Oc1nc2c(c(=O)n(C)c(=O)n2C)n1Cc1cccc(Br)c1	-1.1	12.0
O=C(CN1CCCC1)N1c2ccccc2Sc2ccc(Cl)cc21	-2.7	8.3
O=C(NCc1cccs1)C1(S(=O)(=O)c2ccc(Cl)cc2)CC1	17.1	2.0
O=C1OC(c2ccccc2)=C/C1=C\c1c(Cl)cccc1Cl	-0.6	-59.0
COc1ccc([N+](=O)[O-])cc1NC(=O)c1ccccc1CCc1ccccc1	11.0	-1.8
CCCCCNC(=O)c1c(O)c2cccc3c2n(c1=O)CC3	-5.8	14.0
COc1ccccc1C1CCN(c2nc(-c3ccccc3)ns2)CC1	15.0	.
